INS-1E ATP HTS: protection of INS-1E cells from cytokine death, primary screen, ATP luminescence, single point. INS-1E cytokine-induced death, 48 h; normalised: neutral wells 0, positive control 100. protection from cytokine-induced ATP loss, % at 10 µM. 20,000 tested, 0.1% active;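 active = mean replicate protection from cytokine-induced ATP loss at least 50% and at least 75% of replicates each reaching 50%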
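Assay system – rat INS-1E insulinoma cell line · Quantity – 8000 cells per well · Buffer or medium – RPMI without phenol red, 5% FBS · Schedule – 48 h co-treatment, 10 min post-lysis read · Technique – luminescent ATP assay (CellTiter-Glo)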
T cruzi intra: inhibitors of intracellular Trypanosoma cruzi, primary screen, cell-based, plate reader, single point, set 2; intracellular Trypanosoma cruzi in host cells; activity score (inhibition), % at 5.01 µM; 22,000 tested, 4.9% active; in the data active = activity score above about 55%;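 note: parasites and compound incubated about four days before reading; 0% = median of neutral control wells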
The depositor's hits bear a star; x = no result given.

SMILES | INS-1E ATP HTS | T cruzi intra
C[C@H]1CN([C@@H](C)CO)C(=O)Cc2cc(NC(=O)Nc3ccccc3)ccc2O[C@@H]1CN(C)Cc1ccc(Cl)c(Cl)c1 | -18 | 0
C[C@H](CO)N1C[C@H](C)[C@H](CN(C)Cc2ccc3c(c2)OCO3)Oc2c(NS(=O)(=O)c3ccccc3)cccc2C1=O | -2 | 4
C[C@@H]1CN([C@@H](C)CO)C(=O)Cc2cc(NC(=O)Cc3ccccc3)ccc2O[C@@H]1CN(C)S(=O)(=O)c1ccc(Cl)cc1 | 3 | 24
C[C@@H]1CN([C@H](C)CO)C(=O)Cc2cc(NC(=O)CCN3CCOCC3)ccc2O[C@@H]1CN(C)C(=O)Nc1ccccc1 | 9 | -21
CNC[C@H]1Oc2ccc(NC(=O)Nc3ccc(OC)cc3)cc2CC(=O)N([C@H](C)CO)C[C@H]1C | 1 | -15
COc1ccc(NC(=O)N(C)C[C@@H]2Oc3ccc(NC(=O)C4CCCCC4)cc3C(=O)N([C@@H](C)CO)C[C@@H]2C)cc1 | 12 | -14
C[C@@H]1CN([C@H](C)CO)C(=O)c2cc(NC(=O)Cc3cn(C)c4ccccc34)ccc2O[C@H]1CN(C)C(=O)Nc1cccc2ccccc12 | x | -23
COc1ccc(NC(=O)N(C)C[C@H]2OCCCC[C@@H](C)Oc3ccc(NS(=O)(=O)c4ccc(F)cc4)cc3C(=O)N([C@H](C)CO)C[C@@H]2C)cc1 | 0 | 11
Cc1noc(C)c1S(=O)(=O)N(C)C[C@@H]1Oc2ccc(NC(=O)Cc3cn(C)c4ccccc34)cc2CC(=O)N([C@H](C)CO)C[C@@H]1C | -1 | 26
C[C@@H]1CN([C@@H](C)CO)C(=O)c2cccc(NS(=O)(=O)c3ccc(Cl)cc3)c2O[C@H]1CN(C)C(=O)Nc1ccc2c(c1)OCO2 | -3 | 6
C[C@H]1CN([C@@H](C)CO)C(=O)c2cccc(NC(=O)c3cnccn3)c2O[C@H]1CN(C)S(=O)(=O)c1cn(C)cn1 | 11 | -7
Cc1noc(C)c1NC(=O)N(C)C[C@H]1Oc2ccc(NS(=O)(=O)c3c(C)noc3C)cc2C(=O)N([C@H](C)CO)C[C@H]1C | 9 | -55
CNC[C@@H]1Oc2ccc(NS(=O)(=O)c3ccc(F)cc3)cc2CC(=O)N([C@H](C)CO)C[C@@H]1C | 2 | -17
C[C@H]1CN([C@@H](C)CO)C(=O)c2cccc(NC(=O)Nc3ccc4c(c3)OCO4)c2O[C@H]1CN(C)CC1CCCCC1 | -32 | 25
COc1ccc(NC(=O)N(C)C[C@@H]2Oc3ccc(NC(=O)Cc4ccccc4)cc3C(=O)N([C@@H](C)CO)C[C@H]2C)cc1 | 3 | 15
CNC[C@H]1Oc2c(NC(=O)c3nc4ccccc4s3)cccc2C(=O)N([C@H](C)CO)C[C@H]1C | -8 | -24
CC(C)NC(=O)Nc1ccc2c(c1)C(=O)N([C@@H](C)CO)C[C@@H](C)[C@@H](CN(C)C(=O)Nc1cccc3ccccc13)O2 | 3 | -9
C[C@@H]1CCCCO[C@H](CN(C)C)[C@@H](C)CN([C@H](C)CO)C(=O)c2cc(NC(=O)c3ccncc3)ccc2O1 | -2 | -18
C[C@H](CO)N1C[C@H](C)[C@H](CN(C)S(=O)(=O)c2cccs2)Oc2ccc(NC(=O)Cn3cnnn3)cc2CC1=O | -1 | -10
C[C@@H]1CN([C@@H](C)CO)C(=O)Cc2cc(NS(C)(=O)=O)ccc2O[C@@H]1CN(C)CC1CC1 | 4 | -35
C[C@@H]1CCCCO[C@H](CN(C)C(=O)Nc2cccc3ccccc23)[C@@H](C)CN([C@H](C)CO)C(=O)c2cc(NC(=O)CCC(F)(F)F)ccc2O1 | -5 | 17
Cc1noc(C)c1NC(=O)N(C)C[C@@H]1Oc2ccc(NS(=O)(=O)c3c(C)noc3C)cc2CC(=O)N([C@H](C)CO)C[C@H]1C | 3 | -11
C[C@@H]1CCCCO[C@H](CN(C)C(=O)c2ccncc2)[C@@H](C)CN([C@H](C)CO)C(=O)c2cc(NS(=O)(=O)c3ccc(F)cc3)ccc2O1 | 9 | 28
C[C@@H]1CN([C@@H](C)CO)C(=O)c2cccc(NS(=O)(=O)c3cccs3)c2O[C@H]1CN(C)C(=O)Nc1cccc2ccccc12 | 3 | -3
Cc1ccc(S(=O)(=O)Nc2ccc3c(c2)CC(=O)N([C@H](C)CO)C[C@@H](C)[C@@H](CN(C)S(=O)(=O)c2ccc(F)cc2)O3)cc1 | -10 | 53

Reprinted from the listing, 7 compounds:
SMILES | INS-1E ATP HTS | T cruzi intra
C[C@H]1CN([C@@H](C)CO)C(=O)Cc2cc(NC(=O)Nc3ccccc3)ccc2O[C@@H]1CN(C)Cc1ccc(Cl)c(Cl)c1 | -18 | 0
C[C@H](CO)N1C[C@H](C)[C@H](CN(C)Cc2ccc3c(c2)OCO3)Oc2c(NS(=O)(=O)c3ccccc3)cccc2C1=O | -2 | 4
C[C@@H]1CN([C@@H](C)CO)C(=O)Cc2cc(NC(=O)Cc3ccccc3)ccc2O[C@@H]1CN(C)S(=O)(=O)c1ccc(Cl)cc1 | 3 | 24
C[C@@H]1CN([C@H](C)CO)C(=O)Cc2cc(NC(=O)CCN3CCOCC3)ccc2O[C@@H]1CN(C)C(=O)Nc1ccccc1 | 9 | -21
CNC[C@H]1Oc2ccc(NC(=O)Nc3ccc(OC)cc3)cc2CC(=O)N([C@H](C)CO)C[C@H]1C | 1 | -15
COc1ccc(NC(=O)N(C)C[C@@H]2Oc3ccc(NC(=O)C4CCCCC4)cc3C(=O)N([C@@H](C)CO)C[C@@H]2C)cc1 | 12 | -14
C[C@@H]1CN([C@H](C)CO)C(=O)c2cc(NC(=O)Cc3cn(C)c4ccccc34)ccc2O[C@H]1CN(C)C(=O)Nc1cccc2ccccc12 | x | -23

The main list resumes, repeating the two entries before the break.
SMILES | INS-1E ATP HTS | T cruzi intra
C[C@@H]1CN([C@@H](C)CO)C(=O)c2cccc(NS(=O)(=O)c3cccs3)c2O[C@H]1CN(C)C(=O)Nc1cccc2ccccc12 | 3 | -3
Cc1ccc(S(=O)(=O)Nc2ccc3c(c2)CC(=O)N([C@H](C)CO)C[C@@H](C)[C@@H](CN(C)S(=O)(=O)c2ccc(F)cc2)O3)cc1 | -10 | 53
C[C@@H]1CCCCO[C@@H](CN(C)Cc2ccc(Cl)c(Cl)c2)[C@@H](C)CN([C@H](C)CO)C(=O)c2cc(NC(=O)Nc3ccc(C(F)(F)F)cc3)ccc2O1 | -18 | 76*
CNC[C@H]1Oc2ccc(NC(=O)CCN3CCOCC3)cc2C(=O)N([C@@H](C)CO)C[C@H]1C | x | 2
Cc1ccccc1/C=N/NC(=O)CCCCCCC(=O)Nc1ccccc1O | 1 | 5
C[C@@H]1CN([C@H](C)CO)C(=O)CCCn2cc(nn2)CO[C@H]1CN(C)S(=O)(=O)c1ccccc1C#N | x | -5
C[C@H]1CN([C@@H](C)CO)C(=O)c2cccc(NC(=O)C3CC3)c2O[C@H]1CN(C)C(=O)Nc1ccc(F)cc1 | 11 | -17
C[C@@H]1CN([C@@H](C)CO)C(=O)c2cccc(NC(=O)Nc3ccc(C(F)(F)F)cc3)c2O[C@H]1CN(C)S(=O)(=O)c1cccs1 | -20 | 79*
C[C@@H]1CN([C@@H](C)CO)C(=O)Cc2cc(NC(=O)c3ccncc3)ccc2O[C@@H]1CN(C)C(=O)Nc1ccc(F)cc1 | 10 | -12
C[C@@H]1CN([C@@H](C)CO)C(=O)c2cccc(NC(=O)C3CC3)c2O[C@@H]1CN(C)C(=O)Nc1ccccc1 | 7 | -10
Cc1noc(C)c1NC(=O)Nc1ccc2c(c1)CC(=O)N([C@H](C)CO)C[C@@H](C)[C@H](CN(C)C(=O)Nc1ccc3c(c1)OCO3)O2 | 8 | -15
CNC[C@@H]1Oc2ccc(NS(=O)(=O)c3ccccc3)cc2C(=O)N([C@@H](C)CO)C[C@H]1C | -2 | 3
C[C@H]1CN([C@@H](C)CO)C(=O)c2cc(NC(=O)CCN3CCOCC3)ccc2O[C@H]1CN(C)C(=O)Nc1ccc(C(F)(F)F)cc1 | -7 | -4
C[C@@H]1CN([C@H](C)CO)C(=O)c2cc(N(C)C)ccc2O[C@@H]1CN(C)S(=O)(=O)c1ccccc1 | -2 | -9
Cc1noc(C)c1S(=O)(=O)Nc1ccc2c(c1)CC(=O)N([C@H](C)CO)C[C@H](C)[C@H](CN(C)C(=O)NC1CCCCC1)O2 | 6 | -8
Cc1cc(C(=O)Nc2cccc3c2O[C@H](CN(C)Cc2ccc(C(=O)Nc4ccccc4N)cc2)[C@@H](C)CN([C@H](C)CO)C3=O)n(C)n1 | -10 | 54
C[C@H](CO)N1C[C@H](C)[C@@H](CN(C)C(=O)Nc2ccc(C(F)(F)F)cc2)Oc2c(cccc2N(C)C)C1=O | 10 | -6
C[C@H]1CN([C@@H](C)CO)C(=O)Cc2cc(NC(=O)Nc3ccc4c(c3)OCO4)ccc2O[C@@H]1CN(C)C(=O)Nc1ccc(F)cc1 | 11 | -7
C[C@H](CO)N1C[C@H](C)[C@H](CN(C)S(C)(=O)=O)Oc2c(NC(=O)Nc3ccc(C(F)(F)F)cc3)cccc2C1=O | 5 | -24
CC(C)NC(=O)Nc1ccc2c(c1)C(=O)N([C@H](C)CO)C[C@@H](C)[C@@H](CN(C)S(=O)(=O)c1cn(C)cn1)O2 | 5 | -13
CC(C)(C)OC(=O)N1CCC[C@H]1/C=N/NC(=O)c1ccc(C(=O)NO)cc1 | 26 | 4
C[C@@H]1CCCCO[C@@H](CN(C)C(=O)NC2CCCCC2)[C@@H](C)CN([C@H](C)CO)C(=O)c2cc(NC(=O)Nc3ccc4c(c3)OCO4)ccc2O1 | 7 | 8
COc1ccc(S(=O)(=O)Nc2ccc3c(c2)C(=O)N([C@H](C)CO)C[C@@H](C)[C@@H](CN(C)C(=O)NC(C)C)O3)cc1 | 9 | -3
C[C@@H]1CN([C@H](C)CO)C(=O)CCCn2cc(nn2)CO[C@@H]1CN(C)CC1CCCC1 | x | -3
COC(=O)CCCCCCC(=O)N/N=C/c1cc(Cl)cc(Cl)c1O | 17 | 20
C[C@@H]1CCCCO[C@@H](CN(C)Cc2ccc3c(c2)OCO3)[C@@H](C)CN([C@H](C)CO)C(=O)c2cc(NC(=O)c3ccncc3)ccc2O1 | -8 | -30
C[C@H](CO)N1C[C@H](C)[C@@H](CN(C)Cc2ccccc2)Oc2ccc(NS(=O)(=O)c3cccs3)cc2C1=O | -3 | 8

Additional records follow.
SMILES | INS-1E ATP HTS | T cruzi intra
C[C@@H]1CN([C@H](C)CO)C(=O)c2cc(NC(=O)CCCCCC(=O)Nc3ccccc3N)ccc2O[C@H]1CN(C)S(=O)(=O)c1cccs1 | -11 | -2
C[C@@H]1CN([C@@H](C)CO)C(=O)c2cccc(NS(=O)(=O)c3ccc(F)cc3)c2O[C@H]1CN(C)C | 8 | -2
C[C@@H]1CN([C@@H](C)CO)C(=O)Cc2cc(NC(=O)NC3CCCCC3)ccc2O[C@@H]1CN(C)Cc1ccc(C(=O)O)cc1 | -1 | -29
CC(C)NC(=O)N(C)C[C@@H]1Oc2ccc(NS(=O)(=O)c3cn(C)cn3)cc2C(=O)N([C@@H](C)CO)C[C@@H]1C | 4 | -20
C[C@@H]1CN([C@@H](C)CO)C(=O)c2cccc(NC(=O)CCCCCC(=O)Nc3ccccc3N)c2O[C@@H]1CN(C)S(=O)(=O)c1ccccc1 | -20 | 40
C[C@@H]1CN([C@@H](C)CO)C(=O)c2cccc(NC(=O)c3nc4ccccc4s3)c2O[C@H]1CN(C)S(=O)(=O)c1ccc(Cl)cc1 | -30 | 32
C[C@@H]1CCCCO[C@H](CN(C)Cc2ccc(Cl)c(Cl)c2)[C@@H](C)CN([C@H](C)CO)C(=O)c2cc(NC(=O)Nc3cccc4ccccc34)ccc2O1 | -17 | 62*
Cc1ccc(S(=O)(=O)N(C)C[C@H]2Oc3ccc(NS(=O)(=O)c4ccc(F)cc4)cc3C(=O)N([C@H](C)CO)C[C@H]2C)cc1 | 3 | 24
Cc1noc(C)c1NC(=O)Nc1cccc2c1O[C@H](CN(C)CC1CC1)[C@H](C)CN([C@@H](C)CO)C2=O | -2 | -12
C[C@@H]1CCCCO[C@H](CN(C)S(=O)(=O)c2cn(C)cn2)[C@@H](C)CN([C@H](C)CO)C(=O)c2cc(NC(=O)C3CCCCC3)ccc2O1 | 9 | -3
C[C@H](CO)N1C[C@H](C)[C@@H](CN(C)Cc2ccc3c(c2)OCO3)Oc2ccc(NC(=O)Nc3cccc4ccccc34)cc2C1=O | -12 | 15
Cc1noc(C)c1S(=O)(=O)Nc1ccc2c(c1)C(=O)N([C@H](C)CO)C[C@H](C)[C@@H](CN(C)S(C)(=O)=O)O2 | 3 | -8
CNC[C@@H]1Oc2c(NC(=O)C3CC3)cccc2C(=O)N([C@H](C)CO)C[C@@H]1C | 6 | -8
C[C@@H]1CN([C@H](C)CO)C(=O)c2cccc(NC(=O)C3CC3)c2O[C@@H]1CN(C)S(=O)(=O)c1ccc(Cl)cc1 | -5 | -8
C[C@@H]1CN([C@H](C)CO)C(=O)Cc2cc(NC(=O)Nc3ccc(F)cc3)ccc2O[C@H]1CN(C)S(=O)(=O)c1cn(C)cn1 | 16 | -1
Cc1ccc(S(=O)(=O)N(C)C[C@@H]2Oc3ccc(N(C)C)cc3C(=O)N([C@H](C)CO)C[C@H]2C)cc1 | x | -7
